Source: PubChem (several laboratories)
PfHsp90 set2 = growth inhibition of PfHsp90-expressing yeast, primary screen, antimalarial PfHsp90 inhibitor project, S. cerevisiae, BacTiter-Glo luminescence, single point, set 2; BacTiter-Glo ATP, 48 h; yeast lacking PDR1 and PDR3 efflux regulators; inhibition, % at 9.4 µM; 0.32% of 310,000 active;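 active = every replicate shows inhibition above about 80%, whatever the replicate mean, limit read from the data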;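 also: 0% = DMSO neutral controls and 100% = 20 µM radicicol positive controls; yeast relying on Plasmodium falciparum Hsp90 in place of its own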
phage Ecoli inh = growth loss of phage-infected E. coli, primary screen, RecBCD inhibitor project, absorbance, with phage, HTS; inhibition, % at 11.9 µM; 0.26% of 360,000 active; AID 651602, 2012; in the data active = inhibition above about 11%
HTR5A ag ctr = HTR5A agonists in luminescence cell assay, primary screen, counter-screen for OPRM1-OPRD1 heterodimer agonist project, full-deck HTS; activation, % at 9.3 µM; 5-hydroxytryptamine receptor 5A (Homo sapiens), P47898; AID 504692, 2011; 0.61% of 340,000 active; cell-based; in the data active = activation mostly above about 9.5%, no sharp cut-off; inactive = mostly below about 7.6%;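 also: 0% = cells with vehicle only and 100% = reference agonist; strong numbers were not always called active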
Target sequence (P47898 whole entry, looked up): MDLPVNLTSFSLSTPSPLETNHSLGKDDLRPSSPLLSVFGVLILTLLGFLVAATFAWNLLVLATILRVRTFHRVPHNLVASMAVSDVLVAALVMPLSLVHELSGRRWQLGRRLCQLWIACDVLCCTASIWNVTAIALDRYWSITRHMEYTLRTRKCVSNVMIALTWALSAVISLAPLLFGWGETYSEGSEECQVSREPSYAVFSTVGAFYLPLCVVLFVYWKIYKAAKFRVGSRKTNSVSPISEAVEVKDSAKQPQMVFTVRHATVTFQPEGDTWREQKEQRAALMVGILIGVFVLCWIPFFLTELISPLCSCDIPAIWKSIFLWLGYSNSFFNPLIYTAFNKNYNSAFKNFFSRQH
SUMO Mot1 rescue = yeast Mot1-301 growth rescue at high temperature, primary screen, SUMOylation pathway inhibitor project, S. cerevisiae, ATP luminescence, 38.5C. S. cerevisiae Mot1-301 growth rescue; percent above DMSO median, 100 means doubled. growth rescue, % at 18.8 µM. 1% of 320,000 active. AID 2716, 2010;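 active = every valid replicate shows activation above 250% relative to neutral control wells; inactive = the rest, any valid replicate at or below 250%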;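 also: OY570 slx delta 5 strain wells were the positive control but not used for scaling; some compounds called inactive have numbers as strong as hits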
AddAB inh = growth inhibition of E. coli expressing H. pylori AddAB, primary screen, AddAB inhibitor project, absorbance. 0.29% of 330,000 active. inhibition, % at 11.9 µM; in the data active = inhibition above about 12%;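 also: 0% = vehicle wells of infected cells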
HTR5A inv ctr = HTR5A inverse agonists in luminescence cell assay, primary screen, counter-screen for OPRM1-OPRD1 heterodimer inverse agonist project, full-deck HTS | HTR5A cell line, inverse agonism | 0.083% of 340,000 active | 5-hydroxytryptamine receptor 5A (Homo sapiens), P47898 | inhibition, % at 9.3 µM | AID 504634, 2011; in the data active = inhibition mostly above about 23%, no sharp cut-off; inactive = mostly below about 18%;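 also: 0% = cells with DMSO and 100% = no-cell wells with DMSO; some compounds called inactive have numbers as strong as hits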
OPRM1-OPRD1 inv = inverse agonists of MOR-DOR heterodimerization, primary screen, cell-based, luminescence | Mu-type opioid receptor (Homo sapiens) + Delta-type opioid receptor (Homo sapiens), … | cell-based MOR-DOR heterodimer luminescence, inverse agonism | inhibition, % at 9.3 µM | 0.21% of 340,000 active | AID 504357, 2011; in the data active = inhibition above about 22%, passing the limit was not always enough;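 also: 0% = cells with DMSO and 100% = wells without cells with DMSO; values of inactives mirror those of a sister screen read the other way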
E coli growth = E. coli V3065 growth inhibition, primary screen, counter-screen for AddAB inhibitor project, absorbance, OD600; inhibition, % at 11.9 µM; 0.27% of 330,000 active; AID 449728, 2010; 18 h;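 active = inhibition above the campaign's mean inhibition across all tested compounds plus 3 SD, cut at about 9.9% in these data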;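 also: uninfected addAB+ strain grown without phage in ampicillin broth; 0% = DMSO wells and 100% = ciprofloxacin 0.95 µg/ml wells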
OPRM1-OPRD1 ag = agonists of OPRM1-OPRD1 heterodimerization, primary screen, cell-based, luminescence | AID 504326, 2011 | 0.3% of 340,000 active | cells | activation, % at 9.3 µM; in the data active = activation above about 18%;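 also: 0% = vehicle-treated cells and 100% = reference agonist; values of inactives mirror those of a sister screen read the other way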
PKA-R1A act = activators of PKA-R1A holoenzyme, primary screen, biochemical, fluorescence polarization, Cy5-IP20, bovine R1A, mouse PKAc | 0.083% of 340,000 active | cAMP-dependent protein kinase type I-alpha regulatory subunit (Bos taurus) + … | activation, % at 11.4 µM | PKA-R1A dissociation; scaled: DMSO 0%, 113 µM cGMP 100%;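 active = percent activation above the mean of all tested compounds plus 3 SD, cut at about 19% in these data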;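 also: higher means more PKAc released from R1A so a rise in polarization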
Pemphigus Ab inh = inhibitors of pemphigus antibody binding to DSG3, primary screen, biochemical, bead-based, flow cytometry, scFv-GFP. DSG3-coupled beads, scFv-anti-DSG3-GFP binding; hits give low values. binding (percent of control), % at 10 µM. Desmoglein-3 (Homo sapiens), P32926. AID 588358, 2011. 0.48% of 310,000 active;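 active = binding more than 3 SD below its plate's average and above zero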;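 also: hits lower antibody fragment binding to DSG3; some compounds called inactive have numbers as strong as hits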
* = called active by the depositor; . = no result given.

SMILES	PfHsp90 set2	phage Ecoli inh	HTR5A ag ctr	SUMO Mot1 rescue	AddAB inh	HTR5A inv ctr	OPRM1-OPRD1 inv	E coli growth	OPRM1-OPRD1 ag	PKA-R1A act	Pemphigus Ab inh
O=C(CSc1nnnn1C1CCCCC1)NCc1cccs1	19	3.8	-2	-15	5.4	-21	12	-1.0	-2.4	3	107
Cc1ccc(C(=O)CC2(O)C(=O)N(Cc3ccc4c(c3)OCO4)c3ccccc32)cc1 (centres undefined)	21	1.2	0	8	1.0	-9	-7	-0.3	1.6	-7	97
Cc1ccc(-c2nnc(Oc3cccc(C)c3)c3ccccc23)cc1	34	0.9	6	128	1.6	-14	10	1.6	-2.0	-4	95
CC(Sc1nc(O)c(-c2ccccc2)c(=O)[nH]1)C(=O)Nc1ccc(Cl)cc1 (centres undefined)	-29	2.6	-5	-12	1.9	15	2	2.8	-0.4	-2	93
CCN(CC)S(=O)(=O)c1ccc(S(=O)(=O)N2CCN(CCC#N)CC2)cc1	5	1.4	7	64	4.0	-20	13	-0.9	-2.5	-1	106
COc1cccc(CNS(=O)(=O)/C=C/c2ccc3c(c2)OCO3)c1	-69	1.9	0	-10	3.4	-26	4	-3.7	-0.7	0	.
Cc1cc(C)nc(NC(=O)c2ccc(Br)cc2)n1	-14	1.7	-1	-9	-4.2	4	6	-0.7	-1.0	3	99
COCCN(CCOC)C(=O)c1cc2c(=O)n3ccccc3nc2s1	.	3.7	2	6	-0.3	-24	7	-0.6	-1.3	-2	105
CCOC(=O)CSc1nnc(-c2ccncc2)o1	-2	2.7	2	1	2.0	-7	0	0.0	0.0	-1	99
COc1cc(Cl)cc2c1Sc1ccccc1/C2=C/CCN(C)C	22	.	4	94	3.2	25	2	-0.2	-0.3	8	114
CCc1ccc(OC)c(S(=O)(=O)Nc2ccccc2C)c1	-10	2.2	0	-19	2.5	2	3	0.3	-0.6	-8	97
O=C(CC(=O)Nc1ccccc1F)Nc1ccccc1F	27	1.8	-3	16	-0.2	9	0	-2.1	0.1	1	105
CC1CCc2nc3ccccc3c(C(=O)OCC(=O)NC3CCS(=O)(=O)C3)c2C1 (centres undefined)	2	2.8	2	11	2.0	-6	11	-1.8	-2.1	-11	103
Cc1ccc(-c2csc3nc(C)n(N)c(=O)c23)cc1	0	2.9	2	5	1.0	-4	-1	-2.4	0.2	3	81
c1ccn2c(SCc3ccc4c(c3)OCCO4)nnc2c1	31	3.0	-3	-9	0.1	7	15	-2.2	-2.7	4	106
CC(C)(C)C(=O)Nc1ccc(S(=O)(=O)c2ccc(NC(=O)C(C)(C)C)cc2)cc1	1	2.3	9	320*	4.4	-23	11	-3.2	-1.9	-6	108
C=CCNCCOCCOc1ccc(Cl)cc1C(C)(C)C	-7	1.4	1	16	-1.0	-3	0	-0.6	-0.1	-7	113
CCOc1ccc(NS(=O)(=O)c2ccc(C(=O)NCc3ccccn3)cc2)cc1	8	-0.2	1	-21	0.7	-1	-1	-0.2	0.2	2	106
O=c1c2cn[nH]c2[nH]c(=S)n1-c1cccc2ccccc12	-2	1.2	-3	360	1.5	3	22	-0.8	-4.1	-1	96
COC(=O)[C@H](Cc1ccccc1)NC(=O)[C@@H](N)CC(=O)O	-15	3.0	0	5	-1.1	-19	9	0.9	-1.6	-2	111
Cc1ccc(-c2nn(-c3cc(Cl)ccc3[N+](=O)[O-])c(=O)c3ccccc23)cc1	-24	5.0	-2	0	5.0	-7	-11	2.2	2.0	-11	.
NS(=O)(=O)c1ccc(NC(=O)CCCC(=O)O)cc1	-28	1.3	-1	-3	2.3	4	-5	1.7	0.9	-3	101
Cc1ccc(O)c(NC(=O)c2cc(-c3ccc(F)cc3)on2)c1	-20	4.4	-3	-2	-0.9	10	18	-0.2	-3.5	-3	95
O=C(COC(=O)C1CC2C=CC1C2)Nc1cccc(S(=O)(=O)N2CCCCC2)c1 (centres undefined)	-27	1.5	3	12	-0.2	-9	-12	0.5	2.2	-12	111
COc1ccc(CNC(=O)c2ccc3c(c2)N(C)CCS3)cc1	9	1.9	8	-1	2.9	-3	10	0.3	-1.8	-15	99

Remaining list, next part.
SMILES	PfHsp90 set2	phage Ecoli inh	HTR5A ag ctr	SUMO Mot1 rescue	AddAB inh	HTR5A inv ctr	OPRM1-OPRD1 inv	E coli growth	OPRM1-OPRD1 ag	PKA-R1A act	Pemphigus Ab inh
O=S(=O)(c1ccc(OCC2CO2)cc1)c1ccc(OCC2CO2)cc1 (centres undefined)	-7	3.4	2	3	0.4	-4	6	-1.3	-1.2	1	97
Cc1csc(NC(=O)CSc2nc(=O)cc(N)n2-c2ccc(F)cc2)n1	9	0.8	-1	8	1.9	-14	2	0.8	-0.3	-2	102
Oc1ccc(C(c2nnnn2CCc2ccccc2)N2CCN(c3nc4ccccc4s3)CC2)cc1 (centres undefined)	-12	1.5	2	-15	2.8	-5	-17	3.6	3.1	0	97
COCCNc1nnc(SCC(=O)Nc2sc3c(c2C(=O)c2ccccc2)CCCC3)s1	25	3.0	2	.	-0.7	2	14	-0.4	-3.0	-5	74
COc1ccccc1N1CCN(S(=O)(=O)CCNC(=O)C2CCCC2)CC1	.	-0.7	0	116	2.7	3	-5	-0.3	0.8	-7	114
CCc1ccc2nc(SCC(=O)Nc3ccccc3N3CCOCC3)c(C#N)cc2c1	13	3.5	0	603	2.9	-1	15	0.8	-2.8	-8	99
CCOC(=O)CSC1=C(C#N)C(c2ccccc2OC)CC(=O)N1 (centres undefined)	-22	-2.4	-3	8	2.8	8	13	0.1	-2.5	-1	103
CCCN1C(=O)NC2(O)C(=O)c3ccccc3C12O (centres undefined)	-3	-0.1	-5	19	-0.3	13	8	3.4	-1.7	0	98
C=CCn1c(SCC(=O)N2CCOCC2)nc2c([nH]c3ccccc32)c1=O	-94	2.1	-3	-3	0.4	7	-9	0.9	2.2	-3	113
Oc1c(Br)cc(/C=N/n2c(-c3ccccc3)n[nH]c2=S)cc1Br	-18	0.4	0	14	.	-1	11	.	-2.2	-2	113
COc1ccc(-n2c(SCC(=O)Nc3cccc4ccccc34)nc(O)cc2=O)cc1	-2	1.8	-3	320*	-0.9	-17	8	0.7	-1.6	5	98
Cc1cccc(N(CC(=O)NC(C)C)C(=O)c2ccc(N3CCCC3)nc2)c1	-2	2.3	7	925	0.3	-20	17	-1.6	-3.4	-10	103
Cc1c(C(=O)Nc2ccc(Oc3ccccc3)cc2)sc2nc3n(c(=O)c12)CCC3	-10	-0.1	0	.	0.2	-4	-10	0.0	1.8	21*	111
CC(C)NC(=O)c1ccccc1NC(=O)CN(c1ccc2c(c1)OCO2)S(C)(=O)=O	0	-0.5	7	7	2.5	26	9	1.1	-1.6	-11	81
Cc1ccc(C(=O)c2cc([N+](=O)[O-])ccc2N2CCOCC2)c(C)c1	8	0.5	-3	10	3.0	7	11	-0.4	-2.2	-5	99
Cc1ccc(NC(=O)CSc2nnc(COc3ccccc3C)o2)cc1	.	4.3	1	9	5.3	5	-21	0.8	4.1	1	119
OCCN(Cc1ccccc1)CC(O)COc1ccc2c(c1)OCO2 (centres undefined)	2	3.6	0	6	-1.2	1	10	0.0	-1.7	-8	91
C=CC(C)(C)c1c2occc2c(O)c2ccc(=O)oc12	14	5.2	-4	.	3.6	-20	14	2.2	-2.6	-9	103
O=C(NCc1cccc(F)c1F)C1CCC(=O)N(C2CC2)C1 (centres undefined)	0	2.6	10*	421*	0.3	4	18	-2.9	-5.4	2	104
CC(NS(=O)(=O)OCC(Cl)(Cl)Cl)c1ccc(Br)cc1 (centres undefined)	3	3.7	1	44	3.3	-11	-20	0.2	3.6	2	96
CC[C@@H]1C=C(C(=O)O)[C@H](c2ccc(OC)c(OC)c2)N1S(=O)(=O)c1ccc(C)cc1	4	4.0	-5	-2	2.5	16	10	-1.4	-2.2	-8	96
Cc1[nH]c(=S)[nH]c(=O)c1Cc1ccc(OCC(C)C)cc1	-27	2.6	-5	2	2.9	14	7	2.5	-1.3	-10	97
COC(=O)c1cc(NC(=O)c2cccs2)ccc1N1CCOCC1	.	-0.6	0	-8	-0.2	1	18	1.4	-3.8	-9	113
COc1c(-c2ccc(O)c(O)c2)oc2cc(O)cc(O)c2c1=O	2	2.6	2	20	2.5	18	9	0.8	-1.7	-4	95
CC(Sc1nc2ccccc2c(=O)n1C)C(=O)Nc1ccc2c(c1)OCCO2 (centres undefined)	18	2.0	4	-13	0.2	-12	-8	-1.4	1.9	-4	.

Remaining list, next part:
SMILES	PfHsp90 set2	phage Ecoli inh	HTR5A ag ctr	SUMO Mot1 rescue	AddAB inh	HTR5A inv ctr	OPRM1-OPRD1 inv	E coli growth	OPRM1-OPRD1 ag	PKA-R1A act	Pemphigus Ab inh
CSc1ccc2c(c1)C(N1CCN(C)CC1)Cc1ccc(F)cc1S2 (centres undefined)	.	-0.1	.	17	2.9	.	.	1.6	.	.	97
C1COCCNCCOCCOCCN1	21	2.2	4	-8	1.4	-11	-5	-2.4	0.9	0	101
Fc1ccc(OCCOCCOc2cccc3[nH]ccc23)cc1	20	3.4	4	.	1.7	25	11	-0.9	-2.2	-14	104
COc1ccc(-n2nnnc2SCC(=O)N2CCOCC2)cc1	7	2.7	4	19	-0.5	-11	6	-0.9	-1.1	-9	97
O=C(COC(=O)c1ccccc1Br)NCCc1ccc(F)cc1	-17	2.3	-4	-4	3.2	6	-1	1.8	0.1	2	104
Cc1cc(C)c(S(=O)(=O)Nc2ccc(OCC(=O)O)cc2)c(C)c1	-22	1.8	4	-27	5.5	-10	-8	-2.9	1.4	5	.
O=C(O)c1ccc(N2CCCCCC2)c(N2C(=O)c3ccccc3C2=O)c1	5	0.0	3	145	-0.2	-7	12	0.8	-2.2	-9	103
CS(=O)(=O)N1CCCC(C(=O)NCCCN2CCN(Cc3ccccc3)CC2)C1 (centres undefined)	-10	2.7	2	-2	1.7	-4	6	0.1	-1.1	-2	99
CC(C)(C)c1ccc(C(=O)NCCCN2CCN(CCCNC(=O)c3ccc(C(C)(C)C)cc3)CC2)cc1	3	2.9	10	-38	3.7	20	-43	1.3	8.0	-1	99

This is a random part of the collection; any-hit rate near 3.2%.
